# cytoskel mod = modifiers of F-actin cytoskeleton organization, primary screen, imaging, HUVEC, phalloidin staining, high-content imaging; HUVEC TNFa F-actin phalloidin imaging; inhibition, % at 2 µM; hit rate 0.18% among 91,000;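 active = inhibition above the batch mean plus 3 SD and confirmed as a hit by visual image inspection, cut at about 30% in these data, passing the limit was not always enough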; note: strong numbers were not always called active
# VCAM1 TNFa inh = inhibitors of TNFa-induced VCAM1 expression, primary screen, imaging, HUVEC, TNFa stimulus, immunofluorescence; inhibition, % at 2 µM; hit rate 0.48% among 95,000; AID 802, 2007; HUVEC TNFa-induced VCAM-1 immunofluorescence, high-content imaging;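 active = inhibition above the batch mean plus 3 SD, with images confirmed as a hit by eye, cut at about 37% in these data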;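 note: 0% = TNF-stimulated DMSO wells and 100% = unstimulated control wells; not every result past the cut was called active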
# TNFa cytotox = cytotoxicity in TNFa-stimulated HUVEC, primary screen, cytotoxicity control for VCAM1 expression modulator project, imaging, Hoechst nuclei count. AID 848, 2007. hit rate 0.17% among 93,000. HUVEC TNFalpha-stimulated, Hoechst cell count. cell count reduction, % at 2 µM;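 active = cell count reduction exceeding the screen mean by over 5 SD, scaled to untreated wells per plate, cut at about 78% in these data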;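 note: cells counted after 24 h of TNF alpha exposure following the 1 h pretreatment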
# sEH inh = soluble epoxide hydrolase inhibitors, primary screen, biochemical, human sEH; recombinant human sEH enzymatic activity assay; inhibition, % at 2 µM; hit rate 0.34% among 91,000; AID 707, 2007; in the data active = inhibition above about 80%; note: values of inactives mirror those of a sister screen read the other way; many of its hits are not listed in these tables
# Target sequence (P34913 whole entry, looked up): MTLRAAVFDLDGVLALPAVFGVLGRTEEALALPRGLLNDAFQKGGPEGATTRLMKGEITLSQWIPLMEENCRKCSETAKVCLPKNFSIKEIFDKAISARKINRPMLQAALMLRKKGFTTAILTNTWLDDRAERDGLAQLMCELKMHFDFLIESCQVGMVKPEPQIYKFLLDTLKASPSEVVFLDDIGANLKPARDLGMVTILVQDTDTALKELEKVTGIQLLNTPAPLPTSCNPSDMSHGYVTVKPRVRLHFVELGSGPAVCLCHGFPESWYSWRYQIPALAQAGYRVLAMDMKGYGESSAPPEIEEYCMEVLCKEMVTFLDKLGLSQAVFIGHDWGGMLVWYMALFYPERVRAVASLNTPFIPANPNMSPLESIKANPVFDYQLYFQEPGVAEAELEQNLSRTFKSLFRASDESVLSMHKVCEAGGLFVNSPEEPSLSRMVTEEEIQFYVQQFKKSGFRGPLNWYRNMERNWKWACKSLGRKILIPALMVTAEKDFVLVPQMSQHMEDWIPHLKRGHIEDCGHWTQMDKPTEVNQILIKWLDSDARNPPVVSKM
# ERb coact inh = inhibitors of ERβ-SRC1 coactivator interaction, primary screen, biochemical, TR-FRET, ERβ LBD, SRC-1 peptide; Estrogen receptor beta (Homo sapiens), Q92731; inhibition, % at 25.6 µM; TR-FRET ER-beta LBD / SRC1-Cy5 peptide binding; receptor agonist-loaded with 1 µM estradiol; hit rate 1.3% among 86,000;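 active = compounds whose percent inhibition of the receptor-coactivator binding signal exceeds about 50% in the single-dose screen, limit read from the data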;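 note: 0% = receptor plus peptide wells without compound and 100% = peptide-only wells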
# Target sequence (Q92731 whole entry, looked up, the tested form may be a part): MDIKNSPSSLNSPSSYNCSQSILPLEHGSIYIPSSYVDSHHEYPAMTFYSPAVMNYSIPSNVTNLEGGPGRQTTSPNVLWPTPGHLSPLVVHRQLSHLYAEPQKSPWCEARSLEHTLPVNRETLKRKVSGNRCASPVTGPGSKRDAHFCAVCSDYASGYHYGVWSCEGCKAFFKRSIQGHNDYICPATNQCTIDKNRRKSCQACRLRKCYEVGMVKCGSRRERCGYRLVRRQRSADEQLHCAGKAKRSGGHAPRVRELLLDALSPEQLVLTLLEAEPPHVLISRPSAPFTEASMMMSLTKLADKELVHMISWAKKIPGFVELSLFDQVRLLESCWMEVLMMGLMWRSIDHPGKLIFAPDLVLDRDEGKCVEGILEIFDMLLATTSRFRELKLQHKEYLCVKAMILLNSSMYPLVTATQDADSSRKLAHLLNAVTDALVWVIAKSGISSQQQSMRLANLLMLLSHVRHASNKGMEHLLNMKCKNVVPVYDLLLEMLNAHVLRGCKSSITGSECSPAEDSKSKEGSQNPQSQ
# HUVEC tox IL1B = cytotoxicity in IL-1B stimulated HUVEC, primary screen, cytotoxicity control for IL-1B NFkB translocation project, imaging, Hoechst nuclear count, IL-1B stimulus. HUVEC cell count loss. cell count reduction, % at 2 µM. hit rate 0.41% among 94,000. AID 845, 2007;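 active = cell count reduction more than 3 SD above the screen-wide mean, cut at about 70% in these data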;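 note: normalized per plate to untreated control cells as the no-loss baseline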
# Smad3 inh = Smad3/FoxH1 peptide binding inhibitors, primary screen, biochemical, TR-FRET; inhibition, % at 25 µM; Mothers against decapentaplegic homolog 3 (Homo sapiens), P84022; AID 630, 2007; hit rate 0.29% among 88,000; TR-FRET Smad3/Dy647-FoxH1 peptide binding, europium anti-His;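 active = compounds that reduce the energy-transfer binding signal between the protein and its labelled peptide by more than half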;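 note: 0% = Smad3 plus labelled peptide maximal FRET and 100% = peptide-only background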
# sEH act = soluble epoxide hydrolase activators, primary screen, biochemical, human sEH; Bifunctional epoxide hydrolase 2 (Homo sapiens), P34913; purified human sEH enzymatic activity, activator screen; activation, % at 2 µM; hit rate 0.04% among 91,000; AID 717, 2007; in the data active = activation above about 37%; note: values of inactives mirror those of a sister screen read the other way
# Calb biofilm kill = clotrimazole potentiators killing Candida biofilms, primary screen, with clotrimazole, Alamar Blue; C. albicans biofilm + clotrimazole; inhibition, % at 6 µM; hit rate 0.14% among 85,000;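 active = inhibition above 20%; inactive = inhibition below 20%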;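 note: preformed 24 hr biofilms exposed to compound for 48 hr; 0% = biofilm without compound and 100% = blank killed by clotrimazole plus chlorhexidine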
# The depositor's hits bear a star; nt = no result given; [ ] = another dose, or the depositor's remark. Some of the compounds tested. The share of hits here may be higher or lower than overall.
1: CCc1ccccc1Nc1nc(N)nc(CSCC(=O)c2cc(C)n(C)c2C)n1
2: Cc1noc(C)c1CSc1ccccc1C(=O)Nc1nccs1
3: O=C(O)CCCCCN1C(=O)CSC1=S
4: CCCOC(=O)c1ccc(OC(=O)c2ccco2)cc1
5: Cc1ccccc1OCC(=O)Nc1ccc2c(c1)Cc1ccccc1-2
6: CC(C)CC(=O)N1CCC(O)(CS(=O)(=O)Cc2ccccc2)CC1
7: Cc1cc(/C=N/n2cnnc2)c(C)n1-c1cccc(C(=O)O)c1
8: COc1c(C(=O)N2CCCC2)ccc2ccccc12

screen / no.	1	2	3	4	5	6	7	8
VCAM1 TNFa inh	38	11	21	-14	4	3	-37	-14
Calb biofilm kill	3	9	8	2	nt	nt	nt	-1
sEH inh	-7	1	0	7	-7	2	-6	2
ERb coact inh	5[fluorescence artefact?]	-8	-9	-3	nt	nt	nt	-1[fluorescence artefact?]
TNFa cytotox	-2	-22	-36	-4	-7	-13	-5	-25
HUVEC tox IL1B	-7	-44	-1	-4	-6	-41	21	-5
Smad3 inh	3	-2	5	5	nt	nt	nt	14
sEH act	4	-3	0	-7	5	0	5	-4
cytoskel mod	-1	1	24	-14	3	34	-13	26

9: c1ccc(-c2ncc(CSc3nncn3-c3ccccc3)s2)cc1
10: Cc1cc(-c2nnc3n2N=C(c2ccc(-c4ccccc4)cc2)CS3)n[nH]1
11: Cn1c(CSc2nc3ccccc3n2C)nc2ccccc21
12: Cc1ccc(OCC(=O)N/N=C/C=C/c2ccco2)cc1
13: Cc1ccc(-c2nnn(CC(=O)NCc3ccccc3)n2)c(-n2cnnn2)c1
14: CCn1c(COc2cccc(C)c2C)nnc1SCC(=O)N1CCN(c2ccc(OC)cc2)CC1
15: O=C(CN1C(=O)CCC1=O)NCC12CC3CC(CC(C3)C1)C2
16: CCc1ccc(C2=NN(S(C)(=O)=O)C(c3cccs3)C2)cc1 (stereo unspecified)

screen / no.	9	10	11	12	13	14	15	16
VCAM1 TNFa inh	-6	7	-4	7	-21	4	-6	29
Calb biofilm kill	1	2	-1	nt	4	nt	nt	-4
sEH inh	12	9	6	0	12	-1	2	0
ERb coact inh	7	27[fluorescence artefact?]	-9	nt	-1	nt	nt	-3
TNFa cytotox	-20	-10	8	4	-45	-11	-31	1
HUVEC tox IL1B	7	3	-2	-104	-29	-10	1	8
Smad3 inh	-6	-2	-22	nt	-7	nt	nt	-2
sEH act	-9	-10	-3	1	-10	0	0	2
cytoskel mod	16	-1	-19	-6	-9	-110	11	-4

17: CC(=O)c1c(N2CCCCC2)nc(=O)n(-c2ccccc2)c1C
18: CC(=O)N/C(=C/c1ccccc1)C(=O)NCCO
19: Cc1cc(=O)oc2cc(OCC#N)ccc12
20: COC(=O)c1ccccc1S(=O)(=O)N(Cc1ccco1)Cc1cc2cc(OC)ccc2[nH]c1=O
21: O=S1(=O)C=CC(Nc2cccc(Cl)c2)C1 (stereo unspecified)
22: COc1cccc(-n2c(SCC(=O)NC3CCCCC3)nc3n[nH]c(C)c3c2=N)c1
23: CCn1c(COc2ccccc2C)nnc1SCC(=O)Nc1cc(C)on1
24: CSc1ccc(-c2nc(CSCC(=O)NCCCN3CCOCC3)c(C)o2)cc1

screen / no.	17	18	19	20	21	22	23	24
VCAM1 TNFa inh	9	10	0	-3	-3	4	0	-8
Calb biofilm kill	-4	nt	5	7	3	nt	-1	3
sEH inh	-6	4	-13	3	-6	nt	-14	-13
ERb coact inh	-3	nt	-6	-1	-8	nt	11	-1
TNFa cytotox	-30	9	15	-12	1	-30	-39	9
HUVEC tox IL1B	-76	-13	7	-9	-29	-10	-7	-6
Smad3 inh	-3	nt	2	1	0	nt	-19	13
sEH act	8	-1	12	-6	9	nt	14	10
cytoskel mod	nt	-25	-12	43	9	-40	8	-8

25: O=S(=O)(Cc1ccccc1)c1cnc2ccccc2n1
26: COC(=O)C(C)Sc1nnc(Cc2cc(=O)[nH]c(=O)[nH]2)n1-c1ccc(OC)cc1 (stereo unspecified)
27: O=C(CSCc1c(F)cccc1Cl)NCc1ccco1
28: Cc1nc(NC2=NCN(C3CCCCC3C)CN2)nc2ccccc12 (stereo unspecified)
29: O=C(Oc1cc(-c2ccccc2)no1)c1cccc(C(F)(F)F)c1
30: CCOC(=O)c1sc(NC(=O)CSc2nc(-c3ccco3)cc(C(F)(F)F)n2)c(C#N)c1C
31: Cc1cccc(-c2nsc(SCC(=O)Nc3cc(C)on3)n2)c1
32: O=C(c1cc2cc(Cl)ccc2oc1=O)N1CCOCC1

screen / no.	25	26	27	28	29	30	31	32
VCAM1 TNFa inh	-5	7	4	2	7	-6	13	-23
Calb biofilm kill	1	0	10	5	7	6	4	3
sEH inh	-3	-4	1	-12	-8	-1	3	10
ERb coact inh	-9	-18[fluorescence artefact?]	0	5[fluorescence artefact?]	-8[fluorescence artefact?]	15	6	-7
TNFa cytotox	-4	-14	8	3	-10	-1	-35	-4
HUVEC tox IL1B	18	0	-124	-41	nt	-21	-47	5
Smad3 inh	8	-9	7	13	9	3	0	9
sEH act	4	4	-6	13	8	0	-2	-7
cytoskel mod	-6	3	-13	-11	13	-3	-15	-4

33: NC(=O)c1ccccc1OCCOCCOCCOc1ccccc1C(N)=O
34: O=C(CSc1nccn1-c1cccc(Cl)c1)NC1CCCC1
35: Cn1c(=O)[nH]c(=O)c2c1nc(NCCCn1ccnc1)n2Cc1cccc(Br)c1
36: O=C(Nc1ccc(N2CCCC2)cc1)c1cccc(F)c1
37: Cc1ccc(-n2c(C)nc3oc4ccccc4c(=O)c3c2=O)cc1
38: Cc1ccc(C(=O)O)cc1NC(=O)c1cccs1
39: Cc1cc(C(F)(F)F)nn1CC(=O)NNC(=S)NCC(C)C
40: Cc1cc2nnc(SCC(=O)NCc3cccs3)n2c(N)n1

screen / no.	33	34	35	36	37	38	39	40
VCAM1 TNFa inh	-19	20	3	-16	24	-12	13	4
Calb biofilm kill	-1	3	8	-1	4	4	nt	1
sEH inh	-4	-3	-7	7	0	-1	-13	10
ERb coact inh	17	35	-3	55*[fluorescence artefact?]	94*[fluorescence artefact?]	-6	nt	5
TNFa cytotox	-38	15	-16	7	-20	-28	-11	-46
HUVEC tox IL1B	-23	-11	9	-5	-40	9	12	-21
Smad3 inh	-21	6	-5	-1	4[fluorescence artefact?]	5	nt	3
sEH act	5	5	8	-8	-2	1	15	-10
cytoskel mod	1	4	9	-20	3	4	-2	-4

41: CCC(=O)Nc1sc2c(c1C(N)=O)CCC2
42: CNC(=O)c1nc[nH]c1C(=O)NC
43: CS(=O)(=O)N(CC(=O)NCCSC1CCCCC1)c1ccc2c(c1)OCO2
44: Nn1c(SCC(=O)NC2CCCCC2)nnc1-c1ccccc1
45: CCSc1nc(N2CCCCC2)c2c(c1C#N)CCCC2
46: CC(=O)c1nn(-c2cccc(Br)c2)cc1C(=O)c1ccc(C)cc1
47: COC(=O)N(C)CCCC1(C)C(=O)N(C)c2ccc(O)cc21 (stereo unspecified)
48: COc1ccc(-n2c(Cn3c(=O)sc4ccccc43)nnc2SCC(=O)N2CCCCC2)cc1

screen / no.	41	42	43	44	45	46	47	48
VCAM1 TNFa inh	-114	-11	1	-22	-7	6	-26	6
Calb biofilm kill	5	9	0	2	5	nt	6	1
sEH inh	1	8	9	-11	7	-3	15	6
ERb coact inh	-8	-20	-12	-5	0	nt	-5	-8
TNFa cytotox	-69	-16	-29	-19	-23	-15	-26	-12
HUVEC tox IL1B	-10	-124	20	4	0	12	-18	-2
Smad3 inh	7[fluorescence artefact?]	9	6	-8	-1	nt	-4	7
sEH act	-1	-9	-8	13	-4	5	-13	-2
cytoskel mod	-23	6	-1	27	15	-13	0	7

49: Cc1nc(S(=O)(=O)NC2CCCCC2)c(C#N)c(C)c1Cl
50: Cc1cc(C)nc(NC2=NCC(=O)N2CCc2c[nH]c3ccccc23)n1
51: Cc1ccc(C(=O)CSc2ncnc3sc4c(c23)CCCC4)cc1
52: COc1ccc(-c2noc(C3CCCN(C(=O)c4ccccc4OC)C3)n2)cc1OC (stereo unspecified)
53: CCOC(=O)N1CCN(C(=O)c2ccc3c(=O)n(-c4ccc(OC)cc4)c(=S)[nH]c3c2)CC1
54: Cc1ccc(S(=O)(=O)N2CCN(C)CC2)cc1-c1nnc2c3ccccc3c(C)nn12
55: CCOc1ccc(NC(=O)CSc2nnc(-c3ccccc3Cl)n2Cc2ccco2)cc1
56: CN(c1ccc(C(=O)N2CCOCC2)cc1[N+](=O)[O-])C1CCCCC1

screen / no.	49	50	51	52	53	54	55	56
VCAM1 TNFa inh	10	8	1	-14	-18	2	11	-2
Calb biofilm kill	7	-9	nt	nt	7	5	-1	nt
sEH inh	-9	5	3	-13	1	4	-4	5
ERb coact inh	-5	-3	nt	nt	-7	10	-1[fluorescence artefact?]	nt
TNFa cytotox	-22	2	6	0	-16	-40	-17	-1
HUVEC tox IL1B	-14	-31	21	13	0	-42	7	10
Smad3 inh	-1	-3	nt	nt	3	1	7	nt
sEH act	7	-5	0	13	-1	-4	2	-2
cytoskel mod	6	-6	-15	-22	28	22	-9	-9

# One compound at a time, from the list above. Screens in order: VCAM1 TNFa inh	Calb biofilm kill	sEH inh	ERb coact inh	TNFa cytotox	HUVEC tox IL1B	Smad3 inh	sEH act	cytoskel mod
# Cc1ccc(C(=O)CSc2ncnc3sc4c(c23)CCCC4)cc1 reads 1	nt	3	nt	6	21	nt	0	-15
# Cc1cc(C)nc(NC2=NCC(=O)N2CCc2c[nH]c3ccccc23)n1 reads 8	-9	5	-3	2	-31	-3	-5	-6
# CCOc1ccc(NC(=O)CSc2nnc(-c3ccccc3Cl)n2Cc2ccco2)cc1 reads 11	-1	-4	-1[fluorescence artefact?]	-17	7	7	2	-9
# Cc1nc(S(=O)(=O)NC2CCCCC2)c(C#N)c(C)c1Cl reads 10	7	-9	-5	-22	-14	-1	7	6
# COc1ccc(-c2noc(C3CCCN(C(=O)c4ccccc4OC)C3)n2)cc1OC (stereo unspecified) reads -14	nt	-13	nt	0	13	nt	13	-22

# Next records follow:
57: Brc1ccc(CSc2nnc(-c3cnccn3)n2Cc2ccco2)cc1
58: Cc1c(-c2nc(N)nc(Nc3ccccc3F)n2)oc2ccccc12
59: O=C(CN1CCOCC1)OCCCc1ccccc1
60: COn1c(SCc2cccc(Cl)c2)nc2ccccc2c1=O
61: Cc1cnc(C(=O)OCC(=O)Nc2cc(Cl)cc(Cl)c2)cn1

screen / no.	57	58	59	60	61
VCAM1 TNFa inh	7	-4	3	1	-29
Calb biofilm kill	5	4	2	0	4
sEH inh	2	-8	2	11	9
ERb coact inh	-11	1[fluorescence artefact?]	-3	-16	17
TNFa cytotox	-15	-13	-1	-18	-39
HUVEC tox IL1B	-11	-60	10	-7	-3
Smad3 inh	2	9	13	-11	1
sEH act	-3	12	0	-9	-8
cytoskel mod	7	-6	-13	16	-10
